# M1 ag: human M1 muscarinic receptor agonism; CHO-K1 hM1, Fluo-8 calcium fluorescence, agonist mode; 0% DMSO, 100% acetylcholine EC100; AID 588814; actives 0.33% (n = 360,000); P11229; activation, % at 3 µM;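 active means activation above the run's mean compound activation plus 3 SD, cut at about 16% in these data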;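 further: peak over basal fluorescence ratio within a 140 s kinetic read after compound addition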
# CHRM5 agonist: CHRM5 agonism in calcium assay. CHO-K1 hM5 cells, Fluo-8 calcium fluorescence; 0% DMSO wells, 100% maximal acetylcholine response. activation, % at 3 µM. actives 0.19% (n = 360,000). AID 624037;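 active means activation above the run's mean over test compounds plus 3 SD, cut at about 23% in these data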;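 further: signal is peak over basal fluorescence ratio across the kinetic read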
# Target sequence (P08912 whole entry, looked up): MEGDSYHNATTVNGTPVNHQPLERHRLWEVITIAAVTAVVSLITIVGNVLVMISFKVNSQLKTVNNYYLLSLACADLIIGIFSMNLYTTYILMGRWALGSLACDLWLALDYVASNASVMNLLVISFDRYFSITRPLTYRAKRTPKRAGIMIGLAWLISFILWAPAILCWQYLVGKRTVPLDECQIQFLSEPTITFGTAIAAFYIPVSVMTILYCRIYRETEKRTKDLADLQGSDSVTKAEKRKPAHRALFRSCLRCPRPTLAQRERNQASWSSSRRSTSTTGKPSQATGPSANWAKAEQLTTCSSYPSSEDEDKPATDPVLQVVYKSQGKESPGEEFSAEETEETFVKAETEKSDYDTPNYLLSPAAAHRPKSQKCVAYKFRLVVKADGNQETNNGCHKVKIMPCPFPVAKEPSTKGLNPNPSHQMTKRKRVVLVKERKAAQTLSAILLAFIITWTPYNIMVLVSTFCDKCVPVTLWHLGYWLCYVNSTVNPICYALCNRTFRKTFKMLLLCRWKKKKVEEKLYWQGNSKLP
# CHRM5 PAM: potentiates acetylcholine response at human M5 receptor | P08912 | CHO-K1 hM5, Fluo-8 calcium, ACh EC20 PAM; 0% = ACh EC20, 100% = ACh EC100 | activation, % at 3 µM | actives 0.3% (n = 360,000);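 active means activation above the run cutoff, the mean activation of all test compounds plus 3 SD, cut at about 18% in these data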
#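 Replicates: One well per compound, no replicates | System: Human M5 receptor in CHO-K1 cells | Benchmarks: Low control EC20 acetylcholine (0%), high control EC100 acetylcholine (100%) | Probe or stimulus: Acetylcholine, EC20 level | Times: Fluo-8 loading 80 min at 37 °C plus 30 min room temperature | Signal: Intracellular calcium via Fluo-8 fluorescence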
# CHRM4 agonist: agonists of human muscarinic M4 receptor (CHRM4); CHO-K1 hM4/Gqi5, Fluo-8 calcium fluorescence; vehicle 0%, full acetylcholine response 100%; activation, % at 3 µM; actives 0.14% (n = 360,000); AID 624127;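 active means activation above the run mean over all test wells plus 3 SD, cut at about 32% in these data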;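 further: peak over basal fluorescence ratio per well then scaled between controls; 0% = DMSO wells and 100% = acetylcholine at EC100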
# TAAR1 agonist: human TAAR1 agonism; Q96RJ0; CHO RD-HGA16 TAAR1, Fluo-8 calcium fluorescence; vehicle wells 0%, saturating PEA agonist 100%; activation, % at 3 µM; actives 0.99% (n = 360,000);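 active means activation above the mean activation of all test compounds in the run plus 3 SD, cut at about 38% in these data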
# Target sequence (Q96RJ0 whole entry, looked up): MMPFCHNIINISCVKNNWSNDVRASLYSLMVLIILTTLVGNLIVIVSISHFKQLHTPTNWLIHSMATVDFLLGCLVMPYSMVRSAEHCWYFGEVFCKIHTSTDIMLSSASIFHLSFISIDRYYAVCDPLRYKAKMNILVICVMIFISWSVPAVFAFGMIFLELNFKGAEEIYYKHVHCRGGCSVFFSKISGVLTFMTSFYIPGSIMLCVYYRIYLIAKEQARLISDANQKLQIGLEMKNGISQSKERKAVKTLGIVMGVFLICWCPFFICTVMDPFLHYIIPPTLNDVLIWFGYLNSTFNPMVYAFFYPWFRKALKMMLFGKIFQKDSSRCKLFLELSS
#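 Assay system – CHO-derived RD-HGA16 cells with stable Gα16 and human TAAR1 · Compound dosing – one-point dosing at 3 µM (nominal) · Incubation – 17-24 h seeding, 75 min 37 °C dye, 30 min RT · Measured by – kinetic Fluo-8 calcium fluorescence · Control set – DMSO vehicle as 0%, PEA at EC100 as 100% · Repeats – single well for each compound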
# CHRM4 antagonist: antagonists of human muscarinic M4 receptor (CHRM4); P08173; CHO-hM4 cells, ACh EC80, Fluo-8 calcium fluorescence; inhibition, % at 3 µM; actives 0.73% (n = 360,000); AID 624125;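 active means inhibition above its plate's cutoff, the mean inhibition of sample wells plus 3 SD, cut at about 27% in these data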;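 further: 0% = acetylcholine EC80 with DMSO and 100% = DMSO without agonist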
# CHRM1 antagonist: blocks human M1 muscarinic receptor | P11229 | actives 1.3% (n = 360,000) | inhibition, % at 3 µM | CHO-K1 hM1, Fluo-8 calcium fluorescence, ACh EC80 antagonist;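 active means percent inhibition above its own plate's cutoff, namely the mean of that plate's compound wells plus 3 SD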;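 further: peak over basal fluorescence ratio during 140 s after agonist addition; 0% = ACh EC80 plus DMSO and 100% = DMSO alone without agonist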
# CHRM5 antagonist: blocks acetylcholine activation of human M5 receptor | actives 0.59% (n = 360,000) | inhibition, % at 3 µM | AID 624040 | CHO-hM5 cells, Fluo-8 calcium fluorescence, ACh EC80;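 active means inhibition above a per-plate cutoff, the mean of that plate's test compounds plus 3 SD, cut at about 27% in these data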;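 further: 0% = acetylcholine EC80 with DMSO and 100% = DMSO without agonist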
# M1 PAM: human CHRM1 positive allosteric modulation | P11229 | CHO-K1 hM1, Fluo-8 calcium fluorescence, ACh EC20; 0% = ACh EC20, 100% = maximal ACh | activation, % at 3 µM | actives 0.088% (n = 360,000); in the data active means activation above about 19%, passing the limit was not always enough
# * marks the source's active call; other numbers are inactive results; . = not tested or not shown. Only part of the results is shown. The share of hits here may be higher or lower than overall.
SMILES,M1 ag,CHRM5 agonist,CHRM5 PAM,CHRM4 agonist,TAAR1 agonist,CHRM4 antagonist,CHRM1 antagonist,CHRM5 antagonist,M1 PAM
Nn1c(Cc2ccc(Br)cc2)n[nH]c1=S,-5,0,-1,1,8,-8,-7,8,6
CCc1nnc(NC(=O)CSc2ncc(-c3ccccc3)n2CC)s1,0,7,2,-1,2,-4,-10,-5,11
CCNS(=O)(=O)c1ccc(CCC(=O)N2CCC(C)CC2)cc1,-2,4,8,1,-1,8,-9,-2,6
NS(=O)(=O)c1ccc(CCNC(=O)CNC(=O)c2ccc(Br)o2)cc1,-3,5,-2,1,.,1,-2,-3,8
CC1Cc2ccccc2N1S(=O)(=O)c1cccc(C(=O)NC2CC2)c1 (stereo unspecified),-2,-2,0,7,7,4,-12,-2,8
CC(=O)c1ccc(NC(=S)NC(C)CCc2ccccc2)cc1 (stereo unspecified),2,7,-20,16,20,7,19,17,-4
C(=N\C(/N=C/c1ccco1)c1ccco1)/c1ccco1,-3,-2,-6,3,1,-13,-19,-3,7
O=C(CS(=O)c1ccc(F)cc1)Nc1ccccc1Cl (stereo unspecified),-6,0,4,1,0,-5,-6,-10,9
Cn1c(N2CCN(C(=O)Nc3ccc(C(F)(F)F)cc3)CC2)nc2ccccc21,-2,1,-6,8,19,-11,0,-3,-2
CC1CCN(S(=O)(=O)c2ccc3c(c2)N(CC(=O)NCCCN2CCCCC2)C(=O)CS3)CC1,-6,-7,-4,1,1,14,6,14,-9
COc1ccccc1NC(=O)CN(C)S(=O)(=O)c1cc(C)ccc1OC,-3,2,0,2,5,0,-8,-3,4
CCOCC(=O)NCc1ccc2c(c1)cc(C)n2C,-4,3,-4,1,2,-14,-18,1,16
C/C(=N\c1nc2ccccc2n1C)c1cc(Cl)ccc1O,-4,-4,1,0,-3,1,11,-1,6
O=C(Oc1ccc(-c2ccccc2)cc1)N1CCOCC1,0,3,-5,6,3,-5,-3,0,-1
N#C/C(=C\c1ccc(N2CCCCC2)c([N+](=O)[O-])c1)c1nn(-c2ccccc2)c(N)c1C#N,0,-1,1,1,0,0,-8,6,11
COc1cccc(C2SCC(=O)N2c2ccc(C)cc2)c1OC (stereo unspecified),-11,-7,-19,-1,3,65*,58*,22,-27
Cc1ccc(CNC(=O)CCNC(=O)c2ccc(Br)o2)cc1,-6,-1,4,0,9,-6,-9,1,5
CCCCNC(=O)c1nc(C2CCN(S(=O)(=O)c3csc(C(=O)O)c3)CC2)oc1-c1ccccc1,-4,4,1,-1,0,0,-23,-2,5
COc1ccc(CNc2nnnn2C)cc1,-9,0,3,0,3,-1,-3,-1,-1
CC(C)CC[n+]1ccn(C2=C([O-])c3ccccc3C(=O)/C2=N\S(=O)(=O)c2ccccc2)c1,-2,5,-1,0,.,-8,-12,1,10
CCOC(=O)c1cccc(NC(=O)c2ccc3c(c2)C(=O)N(CC2CCCO2)C3=O)c1 (stereo unspecified),4,2,3,11,9,-3,-1,1,4
O=C(OC1CCOC1=O)c1ccc(CO)cc1 (stereo unspecified),2,-3,6,1,4,3,-9,7,15
N#CCCn1c(SCC(=O)N2CCN(S(=O)(=O)c3ccccc3)CC2)nc2ccccc21,-6,-11,-15,4,3,-4,64*,6,-22
Cc1nc(SCC(=O)NCCN2C(=O)CSC2=O)nc(C)c1C,0,-1,1,1,4,-2,-12,0,12
COc1ccc(-c2cn(-c3ccc(C)cc3C)c(=O)[nH]2)cc1OC,0,1,-5,1,2,-11,-11,-1,1
# New compounds follow
SMILES,M1 ag,CHRM5 agonist,CHRM5 PAM,CHRM4 agonist,TAAR1 agonist,CHRM4 antagonist,CHRM1 antagonist,CHRM5 antagonist,M1 PAM
O=C(NCC1CCCO1)c1cc(S(=O)(=O)N2CCOCC2)c(Cl)cc1Cl (stereo unspecified),-1,-1,1,3,3,-14,4,-10,2
O=C1OC2(c3ccccc31)c1ccccc1-c1ccccc12,-5,-8,-3,-2,2,10,-15,14,1
CCCc1n[nH]c(=S)n1Cc1ccco1,-7,-19,5,0,1,9,-15,6,11
CCOc1ccc(-c2nc(CS(=O)(=O)CC(=O)NCc3ccc(F)cc3)c(C)o2)cc1,-4,-2,-10,1,1,-14,-5,-1,-8
Cc1ccc(NC(=O)c2cc(-c3ccccc3)nn2-c2ccccc2)cc1,-3,-1,-1,-1,1,0,1,4,2
COc1cc([N+](=O)[O-])ccc1NC(=O)NN1CCN(C)CC1,9,-3,7,2,0,-6,-2,1,17
NC1=NC[C@H](Cc2ccc(O)cc2)N1CCc1cc(C(F)(F)F)cc(C(F)(F)F)c1,-12,-13,-8,-1,2,1,-3,17,9
CN(c1ccccc1)S(=O)(=O)c1ccc(NC(=O)c2ccc(-c3ccccc3)cc2)cc1,-3,-1,-18,5,6,12,17,12,-10
Cc1n[nH]c(=O)c2c(NC(=O)CSc3nnc(C4CC4)n3C)oc(C)c12,-1,3,4,1,1,-2,-10,-1,12
NS(=O)(=O)c1ccc(CNC(=O)c2csc3c2CCCC3)cc1,-11,-2,2,3,-1,-2,-1,-12,8
Cc1ccc(/C=C(\NC(=O)c2ccccc2)C(=O)NCC2CCCO2)o1 (stereo unspecified),-4,3,0,2,2,-2,3,3,1
O=C(Cc1ccsc1)Nc1ccccc1F,-5,-4,-2,0,1,2,-7,5,5
COc1ccccc1OCCNc1cc(N2CCCCC2)ccc1[N+](=O)[O-],-10,-1,-5,2,0,0,6,-2,-10
Cc1ccc(S(=O)(=O)N2CCOCC2)cc1NC(=O)COC(=O)c1cnc(Cl)c(Cl)c1,0,2,-2,1,2,1,-12,9,2
Cn1cc(C(=O)N2CCCCC2)c(=O)c2cc(S(=O)(=O)N3CCCC3)ccc21,-2,-5,-6,1,6,9,2,9,-1
Cc1ccc(Oc2cc([N+](=O)[O-])cc3c2C(=O)Nc2ccccc2O3)cc1,1,1,3,1,5,0,12,11,-8
C/C(=N/NC(=O)c1ccc(C)s1)c1cccc(NC(=O)c2ccoc2C)c1,-3,-5,-9,1,-1,1,-4,4,-1
CCCCn1c(=O)c(C(=O)c2ccccc2)nc2ccccc21,-7,-2,-1,-2,3,-10,-6,-4,5
CCCCn1nnnc1SCC(=O)Nc1sc2c(c1C#N)CCCC2,3,-8,2,0,12,4,-6,3,2
CCOc1ccccc1NC(=O)CCS(=O)(=O)c1ccc(OC)cc1,-5,-3,-2,1,-1,2,-9,4,8
COc1cc[n+]([O-])cc1[N+](=O)[O-],-1,1,3,1,1,-8,-11,0,6
CCNC(=O)NC(=O)C(C)Sc1nnc(COc2ccccc2Cl)o1 (stereo unspecified),-3,-1,3,-1,-4,-16,2,2,3
O=C(Cn1nc(CNc2ccc(Cl)cc2)[n+]2c1CCCCC2)c1ccc(Br)cc1,-9,-4,-7,7,7,6,7,2,-4
O=C(O)c1cccc(Cn2c(Cl)c(/C=N/NC(=O)c3ccccc3Cl)sc2=O)c1,0,0,1,1,0,4,-9,-3,10
Fc1ccccc1NC(=S)Nc1ccc(CN2CCOCC2)cc1,-3,-1,1,0,2,-6,-8,6,7
# The listing continues:
SMILES,M1 ag,CHRM5 agonist,CHRM5 PAM,CHRM4 agonist,TAAR1 agonist,CHRM4 antagonist,CHRM1 antagonist,CHRM5 antagonist,M1 PAM
CCOc1ccc(S(=O)(=O)Nc2ccc(C(=O)NNC(=O)c3ccncc3)cc2)cc1,-1,1,6,1,2,4,-5,2,5
COc1c(/C=N/Nc2ccc(C(=O)O)cc2)c(CCN(C)C(C)=O)cc2c1OCO2,-1,2,-4,1,1,-5,-19,11,10
O=C(COC(=O)c1ccccc1C(=O)N1CCN(c2ccccc2)CC1)NCc1ccccc1,-2,4,-7,8,11,3,18,9,-11
O=C(COC(=O)COc1ccc(Cl)cc1)NC1CCCCC1,-2,-2,-7,0,14,7,-23,7,4
CC(=O)c1sc(NC(=O)COc2ccc(Cl)cc2C)nc1C,-2,-1,2,0,-1,1,-4,5,4
COc1ccc(NC(=O)CCS(=O)(=O)c2ccc3c(c2)NC(=O)C(C)S3)cc1OC (stereo unspecified),-2,-4,-4,1,1,10,5,13,-2
COc1ccc(NC(=S)NCc2ccco2)cc1,-4,-2,1,0,2,0,-6,8,5
COc1ccc(OCc2nc(N)nc(Nc3ccccc3OC)n2)cc1,0,-2,-5,1,3,-6,-16,-2,14
CC(C)C(c1nnnn1C1CCCC1)N1CCN(c2ccccc2F)CC1 (stereo unspecified),-1,-1,4,0,10,-2,-21,-2,-4

# Grouped by structure, those above containing a Cl atom (9)
SMILES,M1 ag,CHRM5 agonist,CHRM5 PAM,CHRM4 agonist,TAAR1 agonist,CHRM4 antagonist,CHRM1 antagonist,CHRM5 antagonist,M1 PAM
O=C(CS(=O)c1ccc(F)cc1)Nc1ccccc1Cl (stereo unspecified),-6,0,4,1,0,-5,-6,-10,9
C/C(=N\c1nc2ccccc2n1C)c1cc(Cl)ccc1O,-4,-4,1,0,-3,1,11,-1,6
O=C(NCC1CCCO1)c1cc(S(=O)(=O)N2CCOCC2)c(Cl)cc1Cl (stereo unspecified),-1,-1,1,3,3,-14,4,-10,2
Cc1ccc(S(=O)(=O)N2CCOCC2)cc1NC(=O)COC(=O)c1cnc(Cl)c(Cl)c1,0,2,-2,1,2,1,-12,9,2
CCNC(=O)NC(=O)C(C)Sc1nnc(COc2ccccc2Cl)o1 (stereo unspecified),-3,-1,3,-1,-4,-16,2,2,3
O=C(Cn1nc(CNc2ccc(Cl)cc2)[n+]2c1CCCCC2)c1ccc(Br)cc1,-9,-4,-7,7,7,6,7,2,-4
O=C(O)c1cccc(Cn2c(Cl)c(/C=N/NC(=O)c3ccccc3Cl)sc2=O)c1,0,0,1,1,0,4,-9,-3,10
O=C(COC(=O)COc1ccc(Cl)cc1)NC1CCCCC1,-2,-2,-7,0,14,7,-23,7,4
CC(=O)c1sc(NC(=O)COc2ccc(Cl)cc2C)nc1C,-2,-1,2,0,-1,1,-4,5,4
